D1 antag: human D1 dopamine receptor antagonism | hit rate 3.2% among 360,000 | P21728 | HEK293 TREx D1 cells, calcium flux, dopamine EC80; active compounds read low | AID 504652 | activity change, negative = inhibition, % at 10 µM; in the data active = activity change below about -30%; also: % is scaled to controls: 0 for no effect and ±100 for the full control effect
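Allosteric or orthosteric antagonism assessed as attenuation of the calcium response to EC80 dopamine, added 180 s after compound, in induced HEK293 Trex D1 cells loaded with no-wash calcium dye.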
Glioma ERSR ind: ER stress response induction in glioma | AID 602332 | U87-MG GRP78 promoter luciferase reporter, 16 h | hit rate 0.02% among 420,000 | Potency, µM, for the others: at the highest dose activation, most hits filed as activators; also: potency is read from the fitted curve at half-maximal effect; series mostly up to about 76 µM; % of control where 0% means no effect; nearly all actives have a fitted effect of over 35% in size
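Stably transfected U87-MG human glioma cells carrying a GRP78-based luminescent sensor were seeded at 1000 cells/well, pin-dosed with compounds and incubated 16 h. Luciferase reagent was then added, and end-point luminescence was read after 10 min at room temperature.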
RXFP1 agonist: RXFP1 (human) receptor agonism; Q9HBX9; HEK293T-RXFP1 cAMP TR-FRET, 30 min; response scale: percent of porcine relaxin response, buffer zero; Potency, µM (doses to about 57.5 µM), inactives show at the top dose activation, hits mostly activators; hit rate 0.3% among 370,000; also: potency is read from the fitted curve at half-maximal effect; % is scaled to controls: 0 for no effect and ±100 for the full control effect; nearly all actives have a fitted effect of over 60% in size; many of its hits are not listed in these tables
Target sequence (Q9HBX9 whole entry, looked up): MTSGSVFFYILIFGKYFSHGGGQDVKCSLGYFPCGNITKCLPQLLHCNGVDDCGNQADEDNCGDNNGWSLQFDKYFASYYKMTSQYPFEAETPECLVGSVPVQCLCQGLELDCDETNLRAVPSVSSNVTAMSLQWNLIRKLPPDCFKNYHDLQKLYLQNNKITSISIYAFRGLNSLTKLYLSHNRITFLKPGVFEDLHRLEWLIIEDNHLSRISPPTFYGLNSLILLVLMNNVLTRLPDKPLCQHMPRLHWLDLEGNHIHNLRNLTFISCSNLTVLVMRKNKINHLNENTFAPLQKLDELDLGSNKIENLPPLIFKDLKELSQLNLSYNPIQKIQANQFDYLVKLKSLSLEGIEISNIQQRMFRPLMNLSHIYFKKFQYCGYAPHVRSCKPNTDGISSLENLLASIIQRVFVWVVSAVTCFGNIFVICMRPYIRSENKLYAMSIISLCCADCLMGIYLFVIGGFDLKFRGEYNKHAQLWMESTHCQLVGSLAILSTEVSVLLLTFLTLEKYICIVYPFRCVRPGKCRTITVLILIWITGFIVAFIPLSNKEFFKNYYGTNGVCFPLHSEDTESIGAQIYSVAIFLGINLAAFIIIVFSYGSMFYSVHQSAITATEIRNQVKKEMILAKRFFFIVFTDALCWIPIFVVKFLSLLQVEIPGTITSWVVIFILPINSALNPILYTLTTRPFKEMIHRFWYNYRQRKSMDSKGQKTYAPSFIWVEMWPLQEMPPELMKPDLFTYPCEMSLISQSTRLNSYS
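cAMP rise read by TR-FRET after 30 min, 37C compound exposure (up to 58 uM) in RXFP1-transfected HEK293 cells with Ro 20174 present. EC50 from Hill-equation fits, with 29 nM porcine relaxin as 100% and buffer as basal.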
RXFP1 antag: antagonists of human relaxin receptor RXFP1; HEK293-RXFP1, relaxin-stimulated cAMP HTRF, 30 min; active compounds read low; Q9HBX9; hit rate 0.59% among 350,000; activity change, negative = inhibition, % at 57.5 µM;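 active = activity change of -60% or lower, but not beyond a set lower limit; inconclusive = change between -60% and -40%, or beyond the set limit; inactive = change above -40%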; also: % is scaled to controls: 0 for no effect and ±100 for the full control effect
D2 PAM: D2 dopamine receptor (human) potentiation. HEK293 T-REx D2, calcium flux, EC20 dopamine potentiation. hit rate 0.34% among 340,000. potentiation, % at 10 µM. P14416;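 active = potentiation over 3 SD above the plate norm, cut at about 30% in these data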; also: 0% is about no effect
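Using a no-wash calcium dye in inducible, force-coupled HEK293 Trex cells expressing D2, we tracked fluorescence each second for 180 s after compound, then for 180 s after EC20 dopamine to detect augmented signalling.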
Vif-A3F inh: blocks the Vif interaction with APOBEC3F; HeLa A3F-eYFP + Vif (tagged APOBEC3F with the HIV-1 protein that degrades it), YFP fluorescence increase; Potency, µM (series often up to 46.1 µM), without a hit: at the highest dose activity, negative = active; hit rate 0.2% among 390,000; AID 602313; also: potency is read from the fitted curve at half-maximal effect; % of control where 0% means no effect; nearly all actives have a fitted effect of over 65% in size
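Fluorescence increase (Ex 488/Em 500-530) after overnight compound treatment at 37 deg C flags inhibition of Vif-driven A3F-eYFP loss in stable HeLa A3F-eYFP/Vif cells seeded overnight beforehand.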
D1 PAM: potentiators of human D1 dopamine receptor | HEK293 TREx D1 cells, calcium flux, dopamine EC20 potentiation | potentiation, % at 10 µM | hit rate 0.036% among 360,000 | AID 504651; in the data active = potentiation above about 30%; also: 0% is about no effect
D1 ag: human D1 receptor agonism. P21728. HEK293 T-REx D1 cells, calcium flux, agonist mode. activation, % at 2 µM. hit rate 1% among 360,000. AID 504660; in the data active = activation above about 30%; also: 0% is about no effect
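Tetracycline-induced HEK293 TREx D1 cells, force-coupled to calcium signalling, were dye-loaded with a no-wash calcium kit. Compound was pin-added after a 10 s baseline. Fluorescence was read kinetically at 1 cycle/s for 180 s, with calcium rises flagged as agonism.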
Vif-APOBEC3G blk: inhibitors of Vif-APOBEC3G interaction | Q9HC16 | Potency, µM (series often up to 46.1 µM), for the others: at the top dose activity, negative = active, hits mostly inhibitors | HeLa A3G-eYFP + Vif (tagged APOBEC3G with the HIV-1 protein that degrades it), YFP fluorescence, overnight | AID 602310 | hit rate 0.076% among 410,000;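 also: potency is read from the fitted curve at half-maximal effect; % is scaled to controls: 0 for no effect and ±100 for the full control effect; nearly all actives have a fitted effect of over 60% in size; hits raise eYFP signal because A3G escapes Vif-driven loss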
Target sequence (Q9HC16 whole entry, looked up): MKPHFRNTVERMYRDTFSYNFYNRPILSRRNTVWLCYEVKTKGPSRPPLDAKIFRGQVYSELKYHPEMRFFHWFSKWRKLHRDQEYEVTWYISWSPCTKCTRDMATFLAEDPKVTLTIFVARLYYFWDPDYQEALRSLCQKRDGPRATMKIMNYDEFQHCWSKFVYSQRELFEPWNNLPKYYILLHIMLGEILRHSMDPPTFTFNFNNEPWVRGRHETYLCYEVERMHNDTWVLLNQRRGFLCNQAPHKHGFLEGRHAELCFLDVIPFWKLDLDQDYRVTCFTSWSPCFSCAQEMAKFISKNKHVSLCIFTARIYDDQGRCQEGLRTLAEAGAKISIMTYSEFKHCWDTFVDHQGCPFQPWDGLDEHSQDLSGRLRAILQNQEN
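Read-out is eYFP fluorescence (Ex 488/Em 500-530) from Vif-expressing HeLa A3G-eYFP cells; more signal means A3G escaped Vif-mediated degradation. Cells plated overnight, compound pinned in, incubated overnight at 37 deg C.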
Numbers without * were called inactive; ? = inconclusive; nt = not tested or not shown. Unless noted, calls follow the shape of the dose curve; as a rule, active = well fitted curve in the direction sought with a large enough effect; inconclusive = small, poorly fitted or top-dose-only effect, or another doubt; inactive = no such curve, though single readings can be large; an effect the other way counts as inactive or inconclusive. The list is partial; count on the stated rates, not on these rows.

The first two compounds, to show the layout:
SMILES	D1 antag	Glioma ERSR ind	RXFP1 agonist	RXFP1 antag	D2 PAM	Vif-A3F inh	D1 PAM	D1 ag	Vif-APOBEC3G blk
Clc1ccc(NCc2nncn2-c2ccccc2)cc1	-6.5	3.9%	0.3%	-4.2	nt	-11.5%	-2.8	2.1	-0.3%
COc1ccc(-c2[nH]ncc2C(=O)NCc2ccc(F)cc2)cc1	-1.2	nt	-0.9%	3.5	-0.2	nt	-5.1	-0.3	nt

Main list, from the start:
SMILES	D1 antag	Glioma ERSR ind	RXFP1 agonist	RXFP1 antag	D2 PAM	Vif-A3F inh	D1 PAM	D1 ag	Vif-APOBEC3G blk
Clc1ccc(NCc2nncn2-c2ccccc2)cc1	-6.5	3.9%	0.3%	-4.2	nt	-11.5%	-2.8	2.1	-0.3%
COc1ccc(-c2[nH]ncc2C(=O)NCc2ccc(F)cc2)cc1	-1.2	nt	-0.9%	3.5	-0.2	nt	-5.1	-0.3	nt
C[C@H](CO)N1C[C@H](C)[C@@H](CN(C)S(=O)(=O)c2cccc(C#N)c2)OCc2cn(nn2)CCCC1=O	nt	-1.1%	nt	2.4	nt	-1.4%	nt	nt	-1.4%
O=C(Nc1cc(C(F)(F)F)ccc1Cl)c1cc(-c2cccs2)nc2ccccc12	-3.3	-2.5%	?	nt	10.7	0.1%	-0.9	2.1	2.5%
COc1cccc(-c2cc(C(F)(F)F)nc(-n3cncn3)n2)c1	-1.2	-3.5%	-0.4%	0.1	12.1	2.9%	-0.4	1.6	1.3%
CNc1snc(C)c1C(=O)OCC(=O)c1ccc(Cl)cc1	-11.5	-0.7%	0.7%	-1.3	4.6	-9.7%	-3.2	12.9	0.6%
CCC(Sc1nc(C)cc(C)n1)C(=O)Nc1ccc(S(N)(=O)=O)cc1 (configuration not stated)	-0.5	-0.8%	0.6%	-6.8	-6.5	2.6%	-2.9	2.5	-0.5%
Cn1c(N)c(C(=O)CSc2nnc(N)s2)c(=O)n(C)c1=O	nt	-4.3%	nt	4.5	nt	-19.5%	nt	nt	-2.5%
CCOC(=O)CSc1nnc(Cc2ccccc2)n1-c1cccc(Cl)c1	0.2	-5.5%	-0.9%	-16.7	31.9*	nt	-3.7	0.3	1.4%
COc1ccc(NC(=O)c2ccco2)c(NC(=O)c2ccc([N+](=O)[O-])cc2)c1	-3.9	-2.5%	-2.0%	-2.0	-8.0	-1.3%	1.1	2.6	4.2%
CC1CCC(C(O)(C(=O)c2ccccc2)c2ccccc2)C(=O)C1 (configuration not stated)	nt	3.3%	nt	-16.0	nt	0.3%	nt	nt	-8.8%
CC1CCCN(c2nc3c(c(=O)n(C)c(=O)n3C)n2CCSc2nc3ccccc3o2)C1 (configuration not stated)	-7.7	-3.7%	1.7%	-15.3	30.4*	-9.6%	-4.7	-0.4	0.3%
Cc1ccc(S(=O)(=O)Nc2cccnc2)c(C)c1C	15.4	-2.2%	-2.6%	4.1	1.7	-15.7%	1.8	-0.9	-0.1%
CCc1nc2ccccc2c(C(=O)NCc2ccccc2)c1C	-48.8*	-3.1%	11.8%	-5.6	-4.3	4.1%	-3.2	1.0	-1.1%
CN1CCCN(S(=O)(=O)c2ccc3ccccc3c2)CC1	-14.1	-2.3%	0.1%	-12.8	17.8	-1.0%	-6.2	-2.3	-3.4%
COc1ccccc1/C=N/NC(=O)CO	-18.9	-4.2%	0.4%	4.7	-7.4	-35.6%	-2.8	4.5	0.9%
O=C(NCC1CCN(C(=O)c2c(F)c(F)c(F)c(F)c2F)CC1)c1c(F)c(F)c(F)c(F)c1F	0.7	-5.2%	-1.7%	-7.6	2.4	-12.7%	4.4	1.2	-0.2%
CCOc1ccccc1NC(=O)Cn1c(=O)n(Cc2ccc(OC)cc2)c(=O)c2oc3ccccc3c21	4.5	-2.4%	-2.4%	7.9	-5.3	-1.8%	0.3	-0.1	-7.4%
CC(=O)N1CN(C2CCCC2)Cc2c1sc1c2CCCC1	3.7	-1.4%	-0.2%	-12.2	9.1	-11.9%	4.0	-0.6	-7.8%
Clc1ccc(CSc2nccn2Cc2ccccc2)cc1	-20.2	-1.7%	-1.3%	-10.8	3.3	4.5%	-2.1	3.3	0.2%
O=C(CSc1nnc(-c2cccc(F)c2)o1)Nc1nncs1	6.3	0.5%	2.3%	5.6	nt	7.6%	-2.8	1.2	-3.0%
O=c1cc(CCl)nc2sc3ccccc3n12	-11.0	17.1%	5.6%	-8.6	0.1	-7.1%	-1.0	-0.6	-8.7%
Cc1cc(=O)oc2cc(OCc3ccc(C(=O)N4CCN(c5ccccc5)CC4)cc3)ccc12	-36.6*	-2.2%	2.9%	-6.8	14.3	5.2%	-4.1	1.4	0.1%
O=C(NC(=S)Nc1ccc(CN2CCCCC2)cc1)c1ccco1	2.2	6.9%	-1.8%	19.2	-10.6	17.2%	-6.1	1.8	3.3%
COC(=O)C1CCc2c(ccc3c2CCCC3)C1=O (configuration not stated)	nt	0.1%	nt	-10.6	nt	-13.5%	nt	nt	0.3%
COc1cc2c(cc1OC)C(C)N(C(=O)C1=NN(c3cccc(C)c3)C(=O)CC1)CC2 (configuration not stated)	2.9	-3.4%	0.6%	-11.8	-6.0	-8.0%	-7.2	5.0	-11.2%
CCN(CC)C(=O)/C(=C\c1ccncc1)NC(=O)c1ccccc1	7.4	1.7%	0.6%	-20.7	-6.3	0.7%	-8.9	0.5	-0.9%
Cc1cc(C)n(-c2nc3ccccc3nc2Nc2ccc(Cl)c(C(=O)OC(C)C)c2)n1	8.0	1.0%	?	-1.6	2.0	-12.1%	-4.4	2.2	3.2%
O=C(c1cnc(-c2ccc(Cl)cc2)s1)c1ccc(Cl)cc1Cl	-3.2	-0.7%	-0.4%	5.7	-1.6	-9.6%	-2.0	0.9	-0.7%
Cc1ccc(C(=O)N2c3ccccc3OCC2C)cc1 (configuration not stated)	-11.6	-6.1%	-0.2%	-0.3	-2.0	0.3%	-7.0	0.0	-2.2%
CC(C)(C)OC(=O)N[C@@H](Cc1ccccc1)c1nnc(SCC(=O)c2ccc(Cl)cc2)o1	2.2	-2.3%	2.0%	-30.4	-13.2	-18.5%	1.1	4.3	-8.4%
O=C(NCCC(=O)N1CCC2(CC1)NCCc1[nH]cnc12)c1cccc(Br)c1	-6.2	-3.0%	0.3%	10.2	-8.4	6.7%	6.8	3.5	7.2%
Cn1c(N)c(C(=O)COC(=O)c2cccc(S(=O)(=O)N3CCCCC3)c2)c(=O)n(C)c1=O	0.3	-3.3%	-0.3%	7.7	nt	-5.5%	0.2	-1.1	2.7%
O=c1c(Cc2ccccc2)c(O)nc2n1CCCS2	-23.2	-2.3%	0.6%	-21.0	9.7	10.5%	-1.6	2.0	2.3%
CCN1C(=O)C2(C(C(=O)c3ccc(C)o3)=C(O)C(=O)N2CCCN(C)C)c2ccccc21 (configuration not stated)	1.2	2.7%	0.0%	-7.5	-9.2	-1.6%	-0.4	4.5	1.4%
CCCN1C(=O)/C(=C2\SC(N3CCCCC3)=NC2=O)c2ccccc21	4.6	15.4%	1.0%	-30.8	-11.6	7.5%	-3.5	1.5	2.0%
COc1cc(/C=N/NC(=O)CCC(=O)NCc2ccccc2)cc(OC)c1OC	-4.2	-4.0%	5.9%	8.2	-12.3	-3.5%	10.6	3.9	-3.4%
O=C(NNc1ccccc1)C(=O)N1CCCCC1	10.2	-2.6%	-0.3%	17.0	-5.8	-1.8%	-3.4	2.8	-1.1%
Cc1ccc([N+](=O)[O-])cc1NC1OC(CO)C(O)C1O (configuration not stated)	-10.1	-2.1%	0.7%	4.8	-2.3	2.7%	-0.7	3.7	-0.2%
COc1ccc(-c2cc(C(F)(F)F)nc(SCC(=O)NCc3cnn(C)c3C)n2)cc1OC	0.7	-1.8%	2.4%	nt	0.2	-11.8%	-5.0	1.9	-6.5%
CCN(Cc1cc2ccc(C)cc2[nH]c1=O)C(=O)c1cccnc1	16.7	nt	0.7%	nt	2.7	nt	-5.8	0.6	nt
CN(C)CCN(Cc1cc2cc3c(cc2nc1Cl)OCO3)C(=O)c1ccco1	-6.8	-4.5%	3.4%	-9.6	nt	3.5%	0.8	1.6	2.2%
O=C(O)c1ccc2c(c1)C(=O)N(Cc1ccco1)C2=O	-8.3	-4.4%	2.0%	-2.9	12.9	1.0%	-2.8	3.1	-1.0%
O=C(CN1CCN(C(=O)N2CCCCC2)CC1)Nc1ccc(F)cc1	18.5	-1.7%	-0.1%	-8.0	nt	-9.9%	4.3	1.3	2.1%
O=C(Nc1ccc(Oc2ncnc3cc(Cl)ccc23)nc1)Nc1cccc(C(F)(F)F)c1	9.1	-7.0%	9.9%	-3.6	-9.6	-0.8%	-1.6	1.1	-2.2%
NN(Cc1ccccc1)C(=S)Nc1ccc(Cl)c(Cl)c1	-13.8	9.8%	4.6%	-4.2	-8.3	2.2%	-4.4	2.5	-6.5%
Cc1c(NC(=O)C2C3C=CC(C3)C2C(=O)O)c(=O)n(-c2ccccc2)n1C (configuration not stated)	-13.4	-2.0%	1.0%	-4.0	-2.5	-3.3%	-4.5	1.2	-1.1%
C[C@@H]1CN([C@@H](C)CO)C(=O)c2cc(NC(=O)c3ccncc3)ccc2O[C@@H](C)CCCCO[C@@H]1CN(C)C(=O)Cc1ccccc1	nt	-4.4%	nt	-3.4	nt	-0.5%	nt	nt	1.6%
CCO[C@H]1OC(C(=O)NCc2nc3ccccc3[nH]2)=C[C@@H](c2ccccc2)[C@@H]1CCCO	-23.2	-1.5%	-0.6%	nt	4.4	1.2%	1.8	-3.4	-3.4%
O=C(COc1ccc2ccccc2c1Br)N1CCOCC1	-18.0	6.0%	5.1%	-8.0	-7.2	4.3%	-4.3	-0.5	1.2%
CCC(c1nnc(SCC(=O)NC23CC4CC(CC(C4)C2)C3)o1)N(C)C (configuration not stated)	nt	-6.4%	-2.2%	-16.2	13.6	nt	-0.6	-1.4	-0.9%
COc1cccc2cc(CC(=O)c3ccccc3)c(=O)oc12	-2.4	1.3%	5.0%	7.9	24.6	-6.9%	-3.2	0.9	-2.4%
O=C(NCCN1CCCC1=O)C1CCC(=O)N(CCc2cccc(F)c2)C1 (configuration not stated)	-5.4	-3.1%	0.2%	-1.8	-0.8	-4.6%	3.5	1.6	0.3%
Cc1cccc(CNC(=O)CCCN2C(=O)CCn3nc(-c4cccn4C)cc32)c1	-2.4	-3.2%	-0.4%	-7.0	nt	-4.4%	-0.2	0.4	-2.9%
